Source: PubChem (National Center for Advancing Translational Sciences (NCATS))
TRHR enhancer – TRH receptor (human) allosteric enhancement | TRHR cells, fluo-8 calcium fluorescence, EC20 TRH enhancement | P34981 | enhancement, % at 2 µM | 360,000 compounds, 0.66% hits; in the data active = enhancement above about 30%; also: 0% is about no effect
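Enhancer read-out: after compound pinning and an initial kinetic agonist-mode read, an EC20 of TRH (10 nM final) was injected and fluo-8 calcium signal (Ex 480/Em 530) followed at 1 s/cycle for 100 cycles in TRHR-expressing cells.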
Pin1 inh – blocks the human prolyl isomerase Pin1; Q13526; Pin1 FP peptide displacement, HiFluor488, 10 min; 390,000 compounds, 0.009% hits; Potency, µM (highest dose often 115 µM), without a hit: top-dose activity, negative = inhibition, hits mostly inhibitors; active = well fitted inhibition curve with a large enough effect in the polarisation, with a control signal flat, not every such curve was filed as active; inconclusive = small, poorly fitted or top-dose-only effect, or effect the other way, or a change in a side signal; inactive = no such curve, though single readings can be large or run the other way; the % refers to the polarisation; also: potency is read from the fitted curve at half-maximal effect; % is scaled to controls: 0 for no effect and ±100 for the full control effect
Target sequence (Q13526 whole entry, looked up): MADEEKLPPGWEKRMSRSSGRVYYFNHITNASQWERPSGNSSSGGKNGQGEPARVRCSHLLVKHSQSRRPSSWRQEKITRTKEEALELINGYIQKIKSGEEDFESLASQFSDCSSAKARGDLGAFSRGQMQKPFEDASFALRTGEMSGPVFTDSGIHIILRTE
TrxR1 substrate – is turned over as a substrate by rat TrxR1 | 390,000 compounds, 0.01% hits | purified TrxR1 substrate turnover, NADPH consumption readout | Potency, µM (highest dose often 114 µM), for the others: at the highest dose activity change, negative = substrate turnover | O89049; also: potency is read from the fitted curve at half-maximal effect; % is scaled to controls: 0 for no effect and ±100 for the full control effect; nearly all actives have a fitted effect of over 50% in size
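Rat TrxR1, dispensed at 90 nM, was prereduced with 400 uM NADPH (final) for 5 min at ~22 deg C, then incubated with compound 15 min before 400 uM selenite. A first-read NADPH fluorescence drop versus no-compound background flagged substrates.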
D2 antagonist – antagonizes the human D2 dopamine receptor; P14416; HEK293 TREx D2 cells, calcium flux, dopamine EC80; inhibition, % at 10 µM; 340,000 compounds, 2% hits; in the data active = inhibition above about 30%; also: 0% is about no effect
Target sequence (P14416 whole entry, looked up): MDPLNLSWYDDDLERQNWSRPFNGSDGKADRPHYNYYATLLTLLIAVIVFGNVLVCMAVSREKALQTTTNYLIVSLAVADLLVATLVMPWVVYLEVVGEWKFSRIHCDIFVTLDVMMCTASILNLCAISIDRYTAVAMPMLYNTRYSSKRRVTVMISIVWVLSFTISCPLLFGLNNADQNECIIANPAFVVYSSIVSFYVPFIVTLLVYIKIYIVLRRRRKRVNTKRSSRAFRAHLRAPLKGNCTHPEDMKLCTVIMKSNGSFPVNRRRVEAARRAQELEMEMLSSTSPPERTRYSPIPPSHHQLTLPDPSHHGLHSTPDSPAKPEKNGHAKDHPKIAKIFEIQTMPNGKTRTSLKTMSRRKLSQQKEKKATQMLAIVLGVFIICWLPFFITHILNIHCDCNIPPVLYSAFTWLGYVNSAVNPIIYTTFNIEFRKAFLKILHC
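Measurement of antagonist activity uses fluorescent calcium dye in inducible HEK293 T-REx D2 cells: 10 s baseline, compound addition with 180 s read, EC80 dopamine addition with a further 180 s read.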
TRHR ag – activates the human TRH receptor. P34981. TRHR cells, calcium flux fluo-8, FDSS agonist mode. activation, % at 2 µM. 360,000 compounds, 0.18% hits; in the data active = activation above about 30%; also: 0% is about no effect
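TRHR-expressing cells, plated overnight in medium with 10% serum, were loaded with fluo-8 calcium dye at room temperature. After a 10 s baseline, library compound was pin-added and calcium release was recorded kinetically (ex 480/em 530) as agonist response.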
USP1-UAF1 inh – blocks the human USP1/UAF1 deubiquitinase complex; O94782; recombinant USP1/UAF1, Ub-Rhodamine cleavage fluorescence; Potency, µM (highest dose often 57.1 µM), for inactives: top-dose activity change, negative = inhibition, actives largely listed as inhibitors; 390,000 compounds, 0.23% hits; AID 743255; also: potency is read from the fitted curve at half-maximal effect; % is scaled to controls: 0 for no effect and ±100 for the full control effect; nearly all actives have a fitted effect of over 60% in size; inactives centre near -12
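1 nM enzyme complex + cpd, 15 min RT; start with Ub-Rho 150nM final; kinetic fluorescence ex 480/em 540, 6 reads q60 s. Buffer 50mM HEPES pH 7.8, 0.5mM EDTA, 0.1 mg/ml BSA, 1mM TCEP, 0.01% Tween-20.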
IDH1 R132H inh – inhibitors of human mutant IDH1 R132H; O75874; IDH1-R132H enzyme, NADPH consumption, diaphorase/resazurin fluorescence; Potency, µM (top dose mostly 76.6 µM), without a hit: at the top dose activity change, negative = inhibition, actives largely listed as inhibitors; 390,000 compounds, 0.093% hits; also: potency is read from the fitted curve at half-maximal effect; % is scaled to controls: 0 for no effect and ±100 for the full control effect; nearly all actives have a fitted effect of over 65% in size
Target sequence (O75874 whole entry R132H, stated change not applied): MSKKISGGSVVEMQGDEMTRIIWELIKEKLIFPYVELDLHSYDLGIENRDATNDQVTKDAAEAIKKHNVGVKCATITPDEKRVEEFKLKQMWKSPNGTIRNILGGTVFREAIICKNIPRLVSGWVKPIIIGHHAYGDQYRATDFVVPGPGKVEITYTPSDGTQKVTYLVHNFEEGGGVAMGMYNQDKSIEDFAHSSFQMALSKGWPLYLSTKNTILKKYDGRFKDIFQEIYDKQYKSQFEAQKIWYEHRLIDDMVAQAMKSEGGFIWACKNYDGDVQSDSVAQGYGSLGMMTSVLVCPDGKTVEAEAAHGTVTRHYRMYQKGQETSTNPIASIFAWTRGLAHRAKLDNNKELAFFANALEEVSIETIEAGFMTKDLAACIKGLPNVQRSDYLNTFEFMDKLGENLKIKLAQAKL
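IDH1-R132H (0.5 ug/mL dispensed) in pH 7.5 Tris buffer was preincubated 30 min with compound, then given a substrate mix of 0.016 mM NADPH and 2 mM alpha-KG for 80 min at room temperature; remaining NADPH was read by diaphorase/resazurin fluorescence.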
TrxR1 inh – blocks rat thioredoxin reductase 1; O89049; recombinant rTrxR1, NADPH fluorescence consumption, selenite substrate; Potency, µM (highest dose often 114 µM), without a hit: at the top dose activity change, negative = inhibition, usual class: inhibitors; 390,000 compounds, 1% hits; also: potency is read from the fitted curve at half-maximal effect; % is scaled to controls: 0 for no effect and ±100 for the full control effect; nearly all actives have a fitted effect of over 65% in size
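Rat TrxR1 (90 nM in the dispensed reagent) was pre-reduced with 400 uM NADPH for 5 min at room temperature, then incubated with compound for 15 min. After 400 uM selenite was added, NADPH fluorescence (Ex 340/Em 450 nm) was followed for 8 min.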
D2 agonist – D2 dopamine receptor (human) agonism | P14416 | HEK293 T-REx D2 cells, calcium flux agonist mode | activation, % at 2 µM | 340,000 compounds, 0.53% hits;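 active = activation over 3 SD above normal in the single-dose calcium agonist read, cut at about 30% in these data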; also: 0% is about no effect
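Tetracycline-induced HEK293 T-REx cells with force-coupled D2 receptor, plated overnight at 30 C, loaded with no-wash calcium dye. After a 10 s baseline, compound was pin-added and calcium flux read kinetically for 180 s; calcium rises flagged agonists.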
Numbers without * were called inactive; u = inconclusive; x = not tested or not shown; & = joins results of further samples; [ ] = dose if it differs, or a comment. Unless noted, calls follow the shape of the dose curve; as a rule, active = well fitted inhibition curve with a large enough effect; inconclusive = small, poorly fitted or top-dose-only effect; inactive = no such curve, though single readings can be large or run the other way.

Fields: TRHR enhancer	Pin1 inh	TrxR1 substrate	D2 antagonist	TRHR ag	USP1-UAF1 inh	IDH1 R132H inh	TrxR1 inh	D2 agonist
1) COc1ccc(NC(=O)c2ccco2)cc1NC(=O)c1ccco1
 : -7	5%	19%[57.1 µM]	12	-0.3	-3%	8%	-11%[57.1 µM]	0.3
2) CCCCN(CCCC)CCn1cnc2c([nH]c3ccc(OC)cc32)c1=O
 : -21&22	-6%&0%	18%[57.1 µM]	-13	0.2&-2.5	-18%&-22%	1%&2%	29%[57.1 µM]	-1.0&0.3
3) C=CCc1cc(C=Nc2ccc(N3CCOCC3)cc2)cc(OCC)c1O
 : x	8%	-7%	x	x	-21%	8%	3%	x
4) COc1ccc(-c2nn(C)c(=O)c3ccccc23)cc1CNC(=O)NC1CCCCC1
 : -16	x	x	-31	-0.7	x	x	x	-1.1
5) COC(=O)c1sc(NC(=O)CSc2nc3cccnc3n2C2CCCCC2)nc1C
 : -6	6%	-3%	2	0.0	-10%	2%	-1%	-0.5
6) O=C(O)c1ccc(/C=N/N2CCN(Cc3ccc(Cl)cc3)CC2)cc1
 : -7	-8%	7%	-2	-0.7	-14%	-1%	18%	0.1
7) Cc1ccc(C)c(C(=O)COC(=O)Cn2c(C)csc2=O)c1
 : 1	4%	-6%	3	0.3	-12%	0%	-7%	0.2
8) CCOC(=O)c1ccc(N2C(=O)c3n[nH]c(C)c3C2c2ccccc2)cc1 (centres undefined)
 : -5	1%	-6%	11	1.6	-15%	-8%	-8%	3.6
9) Cc1cn(CC(C)C)c(=O)n(-c2ccccc2)c1=O
 : x	-12%	-16%	x	x	-21%	-6%	-21%	x
10) CCN(CC(=O)Nc1ccccc1C(F)(F)F)C(=O)CSCc1c(C)noc1C
 : 8	6%	-11%	2	0.0	-16%	5%	-12%	-0.7
11) COc1cc(OC)cc(N(C(=O)CNC(=O)c2cccs2)C(C(=O)NCC2CCCO2)c2ccccc2)c1 (centres undefined)
 : -6	-2%	5%[0.0914 µM]	5	-0.9	-7%	-2%	18%[57.1 µM]	-0.8
12) C=CCn1c(SCC(=O)Nc2ccc(O)cc2)nc2sc(CC)cc2c1=O
 : 7	1%	0%[57.1 µM]	31*	-0.8	-16%	0%	-3%[57.1 µM]	-1.3
13) CCCC(=O)Nc1ccc(C(=O)N/N=C/c2ccc([N+](=O)[O-])o2)cc1
 : -2	0%	-6%	27	-0.1	-19%	-2%	u	0.0
14) N=c1n(-c2ccccc2)c(O)cc(=O)n1-c1ccccc1
 : x	6%	-7%	x	x	2%	8%	u	x
15) CCc1ccc(NCc2cc3cc4c(cc3n(CC(=O)Nc3ccccc3Cl)c2=O)OCO4)cc1
 : -7	u	17%	x	29	u	-1%	-11%	5.6
16) COc1ccc(-c2cc(C(F)F)n3ncc(C(=O)N4CCCCC4)c3n2)cc1
 : -1	6%	39%[activator]	x	1.6	-9%	0%	4%	x
17) Cc1c(C)c2cc(Cl)c(OCC(=O)NC3CC(C)(C)NC(C)(C)C3)cc2oc1=O
 : 1	-7%	22%	-11	0.6	-10%	-5%	20%	0.2
18) CN1CCN(C2(CNC(=O)c3ccc(C(C)(C)C)cc3)CCCCC2)CC1
 : -1	-5%	-1%	x	2.8	-16%	-7%	4%	4.4
19) CC(C)CNC(=O)c1cc(=O)[nH]c2ccc(S(=O)(=O)Nc3ccc(F)cc3)cc12
 : 2	1%	1%	-8	0.3	-17%	5%	3%	0.1
20) O=C(Nc1cccc(-n2cnnn2)c1)c1cc(Cl)nc(Cl)c1
 : 2	-17%	-9%	-3	0.4	-12%	-10%	8%	-0.7
21) O=C(CNC(=O)c1ccc(-c2ccccc2)cc1)Nc1cccc(CO)c1
 : x	11%	7%	x	x	-2%	-8%	14%	x
22) C(=N\c1nc2ccccc2[nH]1)/c1cccs1
 : 8	-5%	0%	10	0.0	-9%	0%	-3%	-0.2
23) COc1ccccc1/C=C/c1onc(C)c1S(=O)(=O)N1CCC(C(=O)N2CCC(C)CC2)CC1
 : 1	-2%	6%[57.1 µM]	x	-0.3	-13%	7%	21%[57.1 µM]	2.1
24) CC1CC1C(=O)OCC(=O)N(C)c1c(N)n(Cc2ccccc2)c(=O)[nH]c1=O (centres undefined)
 : -11	-5%	5%	3	-0.2	-3%	1%	-1%	-0.6
25) N#CCCn1cc(CNCc2ccccc2)c(-c2cccc([N+](=O)[O-])c2)n1
 : 5	14%	-8%	-9	0.6	-20%	0%	0%	0.4
26) CCCOc1ccccc1NC(=O)Nc1ccccc1Cl
 : 2	0%	-5%	-12	-0.6	-18%	2%	10%	-1.0
27) CCn1ncc(C2=NOC(C(=O)NCC(C)C)C2)c1C (centres undefined)
 : -2	0%	7%[57.1 µM]	-6	1.6	-17%	-3%	20%[57.1 µM]	-0.1
28) O=C(CSc1nc2c(sc3ccccc32)c(=O)n1CCO)NCc1ccco1
 : 1	76%[activator]	8%	-9	-0.5	-11%	-1%	-7%	0.0
29) CCn1cc(S(=O)(=O)c2cc(C)cc(C)c2)c(=O)c2cc(F)c(N3CCOCC3)cc21
 : 5	0%	17%	x	-0.4	u	-1%	9%	0.2
30) O=c1c2c3c(sc2nc(NCCO)n1Cc1ccco1)CCCCC3
 : 5	-5%	-3%	-11	0.0	-18%	-3%	23%	0.2
31) COc1ccc(C(=O)NC(=S)NC2CCSC2=O)cc1 (centres undefined)
 : -7	-2%	-2%	-3	-0.2	-17%	4%	-1%	-0.7
32) CCOc1ccc2c(c1)nc(SCC(=O)c1ccc(Br)s1)n2C
 : -3	0%	-6%	6	0.2	-10%	6%	25µM*	1.0
33) O=C(Nc1ccccc1)C1=C[C@@H](C2CC2)C[C@@H](OCCCCO)O1
 : 0	-2%	2%	-4	-0.5	-33%	7%	14%	0.1
34) O=C1CCC(C(=O)OC(C(=O)c2c[nH]c3ccccc23)c2ccccc2)=NN1 (centres undefined)
 : -6	-4%	-9%	-1	0.1	-12%	4%	4%	1.0
35) CCCN(C(=O)c1ccc([N+](=O)[O-])c(C)c1)c1c(N)n(Cc2ccccc2)c(=O)[nH]c1=O
 : 1	6%	5%	-38	-0.5	-21%	-6%	18%	0.5
36) NNc1nc2c(Cl)cccc2s1
 : -3	u	-3%	-6	0.2	1%	-1%	-1%	0.1
37) CCOC(=O)N1CCC(c2nc3ccccc3[nH]2)CC1
 : -4	1%	4%	9	-0.1	-4%	-2%	19%	-0.1
38) O=C1OC(COc2ccc(Br)cc2)CN1c1ccccc1 (centres undefined)
 : 11	5%	1%[57.1 µM]	-6	-0.7	-12%	3%	-8%[57.1 µM]	-0.4
39) CC(C)=CC[N+]1(C)CCCCC1
 : -16	-5%	-5%	-4	-0.1	-15%	-1%	-1%	-0.4
40) Cc1nnc(SCC(=O)N2CCN(c3cccc(Cl)c3)CC2)n1C1CC1
 : -6	-7%	-4%	4	-0.1	-9%	-6%	12%	-0.4
41) Cc1csc(SCC(=O)NC(=O)NC(C)(C)C)n1
 : 2	-8%	11%[57.1 µM]	-8	-0.1	-18%	2%	27%[57.1 µM]	-0.3
42) CCOc1ccc(CCNC(=O)CSc2nc3ccccc3nc2Cc2ccc(C)cc2)cc1OCC
 : 10	10%	-3%	x	-0.6	-5%	14%	10%	-0.6
43) Cc1cc(S(=O)(=O)Nc2noc3ccccc23)ccc1F
 : 6	-13%	0%	2	-1.5	-3%	-6%	27%	0.4
44) Cc1ccc(N2CCN(C(=O)N3CCOCC3)CC2)c(C)c1
 : -2	2%	-13%[57.1 µM]	0	-0.3	1%	4%	23%[57.1 µM]	0.9
45) COc1cccc(/C=N/NC(=O)CSc2ccccc2C)c1O
 : 3	19%	-13%	-16	0.7	-4%	3%	-9%	0.4
46) Cc1cccc(N2C(=O)c3cccc4c(N5CCCCC5)c([N+](=O)[O-])cc(c34)C2=O)c1C
 : 1	-7%	-3%	-1	0.3	-13%	0%	-5%	-0.9
47) NC(=O)C1CCN(c2nc3ccccc3nc2NS(=O)(=O)c2ccc(Br)cc2)CC1
 : x	-22%	-5%	x	x	4%	-3%	-2%	x
48) CN1CCN(C(=O)CCN2C(=O)/C(=C\c3ccc(F)cc3)SC2=S)CC1
 : x	u	1%	x	x	-20%	3%	-3%	x
49) CCN(CC)C(CNC(=O)CSc1nnnn1-c1cccc(F)c1)c1ccco1 (centres undefined)
 : -1	-1%	0%	-8	-0.1	-9%	-4%	12%	0.4
50) CCCOC(=O)c1ccc(NC(=O)CCOc2ccccc2)cc1
 : -2	-2%	1%	-3	0.1	-21%	2%	14%	-0.3

Continuation.
Fields: TRHR enhancer	Pin1 inh	TrxR1 substrate	D2 antagonist	TRHR ag	USP1-UAF1 inh	IDH1 R132H inh	TrxR1 inh	D2 agonist
51) O=C(Nc1cccc(-c2cn3c(n2)SCC3)c1)c1ccc2c(c1)OCO2
 : 5	5%	6%[57.1 µM]	-3	-0.2	-20%	0%	10%[57.1 µM]	2.2
52) O=C(Nc1c2c(nc3ccccc13)CCCC2)c1cccc([N+](=O)[O-])c1
 : 17	-2%	9%	9	-0.8	-6%	-7%	5%[57.1 µM]	-1.0
53) Cc1nnsc1S(=O)c1ccc(F)cc1 (centres undefined)
 : 9	-2%	-3%	6	0.6	-9%	2%	-5%	1.3
54) Nn1c(Cc2cccc3ccccc23)nnc1SCc1ccccc1
 : -8	-5%	-1%	-8	-0.2	-17%	0%	9%	-0.9
55) CCCS(=O)(=O)c1nc(S(=O)(=O)c2ccc(C)cc2)c(N2CCN(C)CC2)s1
 : 3	u	-5%	-17	-0.2	-18%	-2%	-9%	0.0
56) O=C(c1ccco1)c1cn(CCOc2ccc(F)cc2)c2ccccc12
 : 1	-2%	-3%	x	2.1	-10%	-2%	24%	0.0
57) O=c1nc(N2CCOCC2)nc2n1CCO2
 : -2	-7%	7%[57.1 µM]	-59	0.4	9%	1%	9%[57.1 µM]	1.0
58) O=C1CC(Nc2ccc(N3CCOCC3)cc2)C(=O)N1Cc1ccccc1 (centres undefined)
 : -3	3%	5%	-11	0.2	-3%	6%	u	1.1

An excerpt; rates above refer to the full screens.
